Abeta yeast res – compounds reversing amyloid beta toxicity in yeast. yeast expressing A-beta42, growth rescue, OD600, 48 h; response scale: 0% DMSO, 100% iron-clioquinol control. Potency, µM (highest dose often 46.1 µM), for inactives: at the highest dose growth rescue, usual class: activators. hit rate 0.063% among 410,000. AID 1347071; note: potency is the fitted concentration of half-maximal effect; nearly all actives have a fitted effect of over 55% in size
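Yeast A-beta toxicity model in growth medium with pinned compounds, 48 h at 30 C; growth read as absorbance at 600 nm. Normalized to FeCl3/clioquinol equimolar mix (positive) and DMSO (negative).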
Mm-Cpn inhibitor – M. maripaludis TRiC chaperonin inhibition; purified Mm-Cpn ATPase, ADP Transcreener TR-FRET; hit rate 0.031% among 330,000; Potency, µM (doses to about 76.9 µM), for inactives: top-dose activity, negative = inhibition, usual class: inhibitors; note: potency is the fitted concentration of half-maximal effect; % is set by controls: 0 for no effect and ±100 for the full control effect; nearly all actives have a fitted effect of over 80% in size
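Eu-cryptate anti-ADP/ADP-d2 competition gives a ratio inversely related to ADP. Enzyme at 25 nM was pre-exposed to compound for 10 min, then given 10 uM ATP for 30 min, 37°C throughout.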
CCT chaperon mod – changes cytosolic chaperonin activity. AID 651819. hit rate 0.3% among 360,000. activity change, % (test concentration not listed), hits read low. purified chaperonin ATPase assay, HTRF ADP detection, 30 min; in the data active = activity change below about -30%; note: % is set by controls: 0 for no effect and ±100 for the full control effect
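Enzyme 40 or 20 nM (batch-dependent) in Tris pH 7.4/KCl/MgCl2/DTT; cpd 76 uM single point; ATP 10 uM; 30 min 37 °C; Transcreener ADP HTRF detection, 30 min RT; ratio 665/615.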
A549 viability – kills or reduces viability of A549 cells in Nrf2 counter-screen; hit rate 0.16% among 390,000; AID 504648; Potency, µM (series often up to 46 µM), for inactives: at the top dose activity change, negative = cytotoxicity, most hits filed as inhibitors; A549 ARE-Fluc cells, CellTiter-Fluor viability, 18-24 h; note: potency is the fitted concentration of half-maximal effect; % is set by controls: 0 for no effect and ±100 for the full control effect
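A549 ARE-Fluc cells in 5% FBS OPTI-MEM, 5000 cells/well, rested 2 h then exposed to compounds in concentration-response for 18-24 h at 37 °C. Viability by CellTiter-Fluor fluorescence (Ex 405/Em 525) after 30 min; luciferase luminescence (BugLite, 15 min, RT) read afterwards.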
Nrf2 activator – activates Nrf2 signaling; AREc32 ARE-luciferase reporter (MCF7-derived line), luminescence, 24 h; Potency, µM (titrated, usually from 46.1 µM), without a hit: at the highest dose activation, actives largely listed as activators; hit rate 0.31% among 410,000; AID 624171; note: potency is the fitted concentration of half-maximal effect; % of control where 0% means no effect; nearly all actives have a fitted effect of over 65% in size
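Cells of the AREc32 ARE-luciferase line are plated in OPTI-MEM containing 5% FBS and left overnight at 37 deg C. Compounds are pinned in, incubation continues 24 hr, and firefly luciferase signal is then measured.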
TGFb SMAD3 inh – blocks TGF-b signaling; HepG2 CAGA-GFP TGF-b/SMAD3 reporter, GFP fluorescence, 18 h; TGF-beta stimulated, 500 pg/mL final; Potency, µM (series often up to 46.1 µM), inactives show top-dose activity, negative = inhibition, usual class: inhibitors; hit rate 1.2% among 410,000; AID 588855; note: potency is the fitted concentration of half-maximal effect; % is set by controls: 0 for no effect and ±100 for the full control effect; nearly all actives have a fitted effect of over 65% in size
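HEPG2 CAGA-GFP, 1000 cells/well; 2 h settle, 37 C; cpd via pin tool; TGF-b 500 pg/mL final; 18 h, 37 C; GFP imaging ex488/em500-530; %Activity normalised to -TGF-b and +DMSO controls; CRC fit, curve class.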
Nrf2 block – Nrf2 pathway inhibition | A549 ARE-Fluc reporter, luciferase luminescence, 18-24 h | Potency, µM (titrated, usually from 46 µM), for inactives: at the top dose activity change, negative = inhibition, hits mostly inhibitors | hit rate 2.1% among 360,000; note: potency is the fitted concentration of half-maximal effect; % is set by controls: 0 for no effect and ±100 for the full control effect; nearly all actives have a fitted effect of over 60% in size
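In this cell-based qHTS, ARE-driven firefly luciferase in A549 cells reports Nrf2 activity; the luminescent signal after BugLite lysis is the measured value, with a prior CellTiter-Fluor read for cell health.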
HepG2 viability – counter-screen for TGF-b inhibitors: cytotoxicity in HepG2 cells | Potency, µM (top dose mostly 46.1 µM), for inactives: top-dose activity change, negative = cytotoxicity, usual class: cytotoxic | HepG2 CAGA-GFP viability, ATP luminescence, 18 h | hit rate 0.76% among 410,000; note: potency is the fitted concentration of half-maximal effect; some results filed as inactive show a strong effect at the top dose
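HepG2 CAGA-GFP cells (1000/well, DMEM with 1% FBS) received compound, then TGF-beta at 500 pg/mL final, and were incubated 18 hours at 37 degrees C. Viability was read by CellTiter-Glo luminescence. Media-only wells were set as complete cell-killing and DMSO as no toxicity.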
pAkt inh – blocks phosphorylation of Akt. Neuro2A IGF-stimulated pAkt S473 HTRF, 20 min; active compounds read low. activity change, % for hits at 50 µM. hit rate 0.32% among 360,000. AID 651550; in the data active = activity change below about -80%; inconclusive = mostly about -51% to -80%; note: % is set by controls: 0 for no effect and ±100 for the full control effect
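Neuro2A cells in DMEM with 0.5% FBS, overnight at 37 deg C, given compound at single 50 µM final, then IGF (6 nM final) for 20 min at 37 deg C. Lysed; phospho-Akt Ser473 by HTRF after 24 h, 665/615 ratio.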
Active calls of the source: *; i = inactive; ? = inconclusive; nt = no result given; [ ] = dose if it differs, or a comment. Unless noted, calls come from the whole dose curve; as a rule, active = well fitted curve in the direction sought with a large enough effect; inconclusive = small, poorly fitted or top-dose-only effect, or another doubt; inactive = no such curve, though single readings can be large; an effect the other way counts as inactive or inconclusive.

Start of the data: the first two records as a preview:
SMILES	Abeta yeast res	Mm-Cpn inhibitor	CCT chaperon mod	A549 viability	Nrf2 activator	TGFb SMAD3 inh	Nrf2 block	HepG2 viability	pAkt inh
O=C(CCNS(=O)(=O)c1ccccc1C(F)(F)F)N1CCN(C(c2ccccc2)c2ccccc2)CC1	3%	1%	-4.2	-11%	2.7%	-10%	?	-28%	i
Cc1ccc(S(=O)(=O)N2CCCC(C(=O)N(Cc3cccs3)C3CC3)C2)cc1 (stereo not drawn)	-1%	3%	0.8	-6%	-0.9%	?	?	-1%	i

Results, previewed entries included:
SMILES	Abeta yeast res	Mm-Cpn inhibitor	CCT chaperon mod	A549 viability	Nrf2 activator	TGFb SMAD3 inh	Nrf2 block	HepG2 viability	pAkt inh
O=C(CCNS(=O)(=O)c1ccccc1C(F)(F)F)N1CCN(C(c2ccccc2)c2ccccc2)CC1	3%	1%	-4.2	-11%	2.7%	-10%	?	-28%	i
Cc1ccc(S(=O)(=O)N2CCCC(C(=O)N(Cc3cccs3)C3CC3)C2)cc1 (stereo not drawn)	-1%	3%	0.8	-6%	-0.9%	?	?	-1%	i
O=C(CC12CC3CC(CC(Br)(C3)C1)C2)Nc1nncs1	13%	1%	0.8	-2%	-0.5%	8%	-10%	-30%	i
CCn1c(C)[n+](Cc2ccccc2)c2ccc(Cl)cc21	6%	-1%	1.2	-12%	-0.5%	4%	-29%	5%	i
O=C1/C(=C/C=C/c2ccco2)SC(=S)N1NS(=O)(=O)c1ccccc1	-20%	2%	-2.4	-18%	6.3%	?	11%	-24%	i
CCCCN(C(=O)CC(c1ccccc1)c1ccccc1)c1c(N)n(CCC)c(=O)[nH]c1=O	-10%	2%	-0.7	-1%	0.0%	3%	-10%	0%	i
Cc1nn(CCCC(=O)Nc2sc3c(c2C#N)CCC3)c(C)c1[N+](=O)[O-]	-5%	-1%	-8.9	1%	0.9%	-11%	?	-16%	i
CN1CCC(=NNC(=O)c2ccc(N(Cc3ccc(Cl)cc3)S(C)(=O)=O)cc2)CC1	2%	-1%	-3.3	8%	-0.1%	5%	1%	-16%	i
Nc1ccn(C2CCCCO2)c(=O)n1 (stereo not drawn)	2%	nt	-2.1	-4%	-0.1%	12%	1%	-3%	i
O=C(O)c1cc(=O)cc(C(=O)O)[nH]1	-9%	0%	-3.2	7%	-0.3%	-1%	nt	-4%	nt
O=C(NCCN1CCCC1)c1ccc2c(c1)N(Cc1cccc(Cl)c1)C(=O)c1ccccc1S2(=O)=O	16%	1%	0.3	3%	1.3%	5%	3%	-18%	i
O=C(NCCc1ccccc1)c1ccc(Cn2c(SCc3ccc(F)cc3)nc3cccnc32)cc1	-8%	nt	nt	-9%	0.1%	1%	?	-9%	nt
CC1N(C)c2cccc3cccc(c23)N1C	24%	-8%	-2.1	10%	0.1%	5%	-2%	1%	i
Cc1cnc(C(=O)NCC(c2ccccc2)c2ccccc2)cn1	-5%	6%	0.1	4%	-0.4%	2%	-5%	-1%	i
O=C(O)c1c2c(nc3ccccc13)CCCCC2	-9%	1%	-3.1	-6%	-0.7%	4%	-7%	44%	i
COc1ccc2nc(N(CCN(C)C)C(=O)c3ccc(C(=O)c4ccccc4)cc3)sc2c1	6%	2%	1.0	7%	-0.6%	-2%	-6%	0%	i
Cc1cc(=O)c(C(=O)O)nn1-c1ccccc1C(F)(F)F	3%	-1%	1.9	1%	2.6%	0%	6%	-2%	i
CCOc1ccc(CCN2C(=S)N([C@@H](CC(C)C)CN3CCC[C@@H]3CN3C(=S)NC[C@@H]3Cc3ccc(O)cc3)C[C@@H]2CC(C)C)cc1	10%	nt	-0.3	nt	-0.2%	10µM*	nt	-19%	i
CC(=O)Oc1ccc([N+](=O)[O-])cc1N1C(=O)c2ccccc2C1=O	-74%[inhibitor]	-1%	-2.0	-11%	0.5%	-1%	?	-9%	i
COc1ccc(Cl)cc1NC(=O)c1sc2nc3n(c(=O)c2c1C)CCC3	-5%	nt	nt	4%	4.2%	-8%	-11%	7%	nt
COC(=O)c1cc(=O)nc2sc3ccccc3n12	-1%	-3%	-2.4	0%	0.3%	-2%	8%	-17%	i
COc1cccc(Sc2cc(N3CCOCC3)nc(-c3ccccc3)n2)c1	-10%	1%	0.4	11%	2.6%	8%	30%	-6%	i
O=C(Nc1cccc(C(F)(F)F)c1)c1cnn(-c2cccc(F)c2)c1C1CCNCC1	-10%	nt	nt	-18%	4.7%	-7%	?	-7%	nt
Cc1ccc(N2C(=O)CC(Cc3cc(C)cc(C)c3)C2=O)cc1 (stereo not drawn)	-15%	-21%	-1.1	1%	-0.5%	1%	-4%	-11%	i
COC(=O)C1(CCSC)NC(c2ccco2)C2C(=O)N(C)C(=O)C21 (stereo not drawn)	5%	-3%	-1.2	4%	-0.6%	-9%	-13%	1%	i
Continued.
SMILES	Abeta yeast res	Mm-Cpn inhibitor	CCT chaperon mod	A549 viability	Nrf2 activator	TGFb SMAD3 inh	Nrf2 block	HepG2 viability	pAkt inh
COc1ccc(NC(=O)c2cc(C)nn2-c2ccccc2)cc1	-4%	0%	-4.6	-10%	2.8%	11%	13%	-1%	i
CC(C)C(=O)Nc1c2c(nn1-c1ccc([N+](=O)[O-])cc1)CS(=O)(=O)C2	-5%	-2%	-0.3	1%	0.9%	0%	-1%	3%	i
c1ccc(-n2ncc3c(N4CCC5(CC4)OCCO5)ncnc32)cc1	3%	0%	-2.3	5%	3.1%	-24%	?	-1%	i
COc1ccc(CNC(=O)Nc2nc(C(N)Cc3ccc(F)cc3)cs2)cc1 (stereo not drawn)	0%	nt	-4.4	nt	3.4%	?	nt	-96%	i
O=C(N=Nc1c(O)[nH]c2ccc([N+](=O)[O-])cc12)c1cc(-c2ccccc2Cl)nc2ccccc12	10%	0%	0.8	1%	1.8%	-25%	-4%	-14%	i
COc1ccccc1NC(=O)c1ccc(NC(=O)CNC(=O)c2ccc(OC)c(OC)c2)cc1	3%	-4%	1.0	-3%	0.1%	-3%	?	10%	i
CSc1ccc(-c2nc3cc(C)ccn3c2Nc2ccc(C)cc2)cc1	-10%	nt	nt	-5%	-0.9%	-3%	6%	-1%	nt
CC(C)CC(=O)NC(=S)NNC(=O)c1cccc([N+](=O)[O-])c1	?	3%	-2.0	5%	-0.2%	2%	?	-21%	i
CC(=O)c1ccc(NC(=O)COC(=O)c2c[nH]c3ccccc23)cc1	0%	-5%	-0.5	10%	-0.6%	1%	6%	-3%	i
O=C(CN1C(=O)c2ccccc2S1(=O)=O)Nc1cccnc1	14%	0%	-0.8	-3%	-0.1%	-5%	nt	2%	i
O=C1CC(c2ccc3ccccc3c2)NN1 (stereo not drawn)	-14%	-16%	-0.3	-3%	0.7%	?	5%	-2%	i
COC(=O)c1scc(-c2ccc(C)cc2)c1S(=O)(=O)Nc1cc(C)c(Cl)cc1OC	-13%	nt	nt	2%	11%	-29%	-14%	-47%	nt
Cc1nn(Cc2ccccc2)c(Cl)c1/C=N/NC(=O)c1cccnc1	-3%	0%	-2.1	?	7.8%	-2%	?	-1%	i
Cc1onc(NC(=O)NC(=O)c2ccccc2F)c1Br	3%	-2%	-1.7	1%	0.7%	0%	10%	-3%	i
Fc1cccc(CN2CCN(C(=S)NCCc3ccccc3)CC2)c1	-22%	-1%	-1.2	3%	3.2%	0%	?	2%	i
O=C(CSc1nnc(-c2cccnc2)o1)Nc1ccc(F)cc1	9%	nt	1.3	nt	3.8%	-8%	nt	-13%	i
CCOC(=O)c1c(NC(=O)c2ccc(C)c(C)c2)sc2c1CCCCC2	-15%	nt	nt	0%	0.7%	-16%	5%	-6%	nt
Cc1ccc(NS(=O)(=O)c2ccc3c(c2)CCCN3C(=O)C2CCC2)cc1Cl	6%	nt	nt	11%	-0.1%	?	nt	-23%	nt
O=C(c1cnsn1)N1CCCC(Nc2ccc(F)c(F)c2)C1 (stereo not drawn)	1%	0%	0.0	3%	-0.6%	-3%	9%	2%	i
CC1=CC=CC2=N/C(=N\S(=O)(=O)c3ccc(F)cc3F)c3ccccc3CN12	4%	-1%	-1.5	-9%	2.7%	-4%	13%	-5%	i
CN(C)C(=O)Cn1c(=O)n(C)c2ccccc21	5%	-1%	-1.5	12%	-0.5%	25%	-13%	10%	i
CCOCCCn1c(=S)[nH]c2ncccc2c1=O	7%	-2%	-0.1	0%	-0.3%	-6%	-12%	2%	i
CCOC(=O)N1CCc2c(sc3c2c(=O)n(-c2ccccc2C(F)(F)F)c(=O)n3Cc2ccccc2C)C1	-7%	nt	nt	-3%	0.3%	-6%	?	-29%	nt
O=S(=O)(c1cccc(F)c1)N1CCN(c2nc(-c3cccnc3)nc3ccccc23)CC1	-28%	1%	-3.2	-13%	0.1%	11%	?	-11%	i
COC(=O)c1c(SC)nc2ccccc2c1OCc1ccccc1Cl	-11%	nt	nt	?	0.1%	-4%	16%	-24%	nt
Cc1cc(C)c(C)c(Oc2ncnc(N)c2[N+](=O)[O-])c1	12%	1%	-2.3	-5%	0.3%	10%	-14%	-1%	i
CCCNC(=O)C1(C)CCN(Cc2cc(C(F)(F)F)ccc2Cl)C1 (stereo not drawn)	-3%	nt	0.6	nt	0.2%[9.22 µM]	2%	nt	-11%	i
O=C(COc1ccc2ccccc2c1)N1CCN(c2ccccc2O)CC1	?	1%	-1.6	-4%	3.0%	3%	-15%	-7%	i
COc1ccc(/C=C(\NC(=O)c2ccc(C)cc2)C(=O)NCCCN2CCOCC2)cc1OC	12%	1%	1.5	1%	0.1%	7%	8%	6%	i
CCOc1ccc(NC(=O)C2CCN(S(=O)(=O)c3c(C)noc3/C=C/c3c(C)cc(C)cc3C)CC2)cc1	-18%	nt	nt	0%	0.1%	6%	nt	0%	nt

Screening results as filed in PubChem BioAssay.
